Bioassay records from PubChem BioAssay.
SR-BI HDL uptake = inhibitors of mouse SR-BI mediated HDL lipid uptake | Q61009 | ldlA[mSR-BI] CHO cells, DiI-HDL uptake fluorescence, 3 h | inhibition, % at 12.5 µM | 320,000 tested, 0.96% active;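 active means mean replicate inhibition of at least 70% and a set share of replicates each scoring 70 or more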;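 further: 0% = median of neutral control wells and 100% = median of positive control wells; values of inactives mirror those of a sister screen read the other way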
HTR5A ag ctr = activates human HTR5A in OPRM1-OPRD1 agonist counter-screen; P47898; HTR5A agonist assay, luminescence, cell-based; activation, % at 9.3 µM; 340,000 tested, 0.61% active; AID 504692; in the data active means activation mostly above about 9.5%, no sharp cut-off; inactive means mostly below about 7.6%;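 further: 0% = cells with vehicle only and 100% = reference agonist; strong numbers were not always called active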
Target sequence (P47898 whole entry, looked up): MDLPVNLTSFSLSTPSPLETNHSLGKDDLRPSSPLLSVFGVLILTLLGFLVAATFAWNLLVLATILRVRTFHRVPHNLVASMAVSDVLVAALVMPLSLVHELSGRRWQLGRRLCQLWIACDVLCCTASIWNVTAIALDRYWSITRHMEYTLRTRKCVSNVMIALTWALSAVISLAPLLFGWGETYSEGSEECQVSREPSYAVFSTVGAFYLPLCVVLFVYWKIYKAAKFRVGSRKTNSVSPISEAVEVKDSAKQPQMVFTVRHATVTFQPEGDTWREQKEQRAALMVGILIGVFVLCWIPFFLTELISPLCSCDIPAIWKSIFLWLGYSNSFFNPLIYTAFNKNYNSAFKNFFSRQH
Wnt bcat act = activators of Wnt/beta-catenin signaling | Wnt/beta-catenin reporter cell assay, activator, plate reader | activation, % at 9.35 µM | 300,000 tested, 1.2% active | AID 743398; in the data active means activation above about 30%, passing the limit was not always enough;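 further: 0% = neutral control wells and 100% = positive control wells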
PvdQ inh = P. aeruginosa PvdQ acylase inhibition. purified PvdQ acylase, fluorescence plate reader. inhibition, % at 10 µM. 340,000 tested, 0.063% active; in the data active means inhibition above about 30%, passing the limit was not always enough;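 further: 0% = vehicle neutral wells and 100% = reference inhibitor wells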
HTR5A inv ag = HTR5A inverse agonism, opioid heterodimer counter-screen. AID 504634. HTR5A cell line, luminescence. inhibition, % at 9.3 µM. P47898. 340,000 tested, 0.083% active; in the data active means inhibition mostly above about 23%, no sharp cut-off; inactive means mostly below about 18%;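 further: 0% = cells with DMSO and 100% = no-cell wells with DMSO; some compounds called inactive have numbers as strong as hits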
CDK5 p35 inh = blocks human CDK5/p35 kinase activity; Recombinant CDK5/p35, ADP-Glo luminescence, 60 min; Q00535+Q15078; 330,000 tested, 0.01% active; AID 488839; inhibition, % at 10 µM;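 active means highest replicate inhibition of at least 50% and at least 75% of replicates reaching 50%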;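 further: plate controls were DMSO neutral control for no effect and GW8510 at 10 µM for full effect; many of its hits are not listed in these tables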
Target sequence (Q00535 whole entry, looked up): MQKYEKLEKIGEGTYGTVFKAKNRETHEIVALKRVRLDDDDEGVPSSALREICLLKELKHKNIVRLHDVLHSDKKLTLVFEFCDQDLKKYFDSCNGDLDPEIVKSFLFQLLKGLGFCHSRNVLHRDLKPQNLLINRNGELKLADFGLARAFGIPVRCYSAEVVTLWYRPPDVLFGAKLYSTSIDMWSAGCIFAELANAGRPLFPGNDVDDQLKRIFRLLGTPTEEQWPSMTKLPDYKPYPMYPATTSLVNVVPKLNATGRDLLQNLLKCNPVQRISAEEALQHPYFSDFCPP
Target sequence (Q15078 whole entry, looked up): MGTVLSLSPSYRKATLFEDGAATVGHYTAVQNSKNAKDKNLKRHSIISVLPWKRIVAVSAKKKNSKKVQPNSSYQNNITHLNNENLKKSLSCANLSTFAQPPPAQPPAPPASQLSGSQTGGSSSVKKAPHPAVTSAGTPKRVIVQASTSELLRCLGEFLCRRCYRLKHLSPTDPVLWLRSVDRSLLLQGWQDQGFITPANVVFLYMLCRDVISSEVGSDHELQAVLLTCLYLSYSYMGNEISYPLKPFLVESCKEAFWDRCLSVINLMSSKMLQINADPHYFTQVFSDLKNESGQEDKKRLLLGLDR
dFosB activator = activators of mouse delta FosB homodimer | purified delta FosB, TAMRA-CDK5 oligo fluorescence polarization; percent of positive-control signal above neutral wells | 340,000 tested, 0.99% active | P13346 | activation, % at 25 µM;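 active means mean activation above about 17%, with every replicate also reaching it, limit read from the data, passing the limit was not always enough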;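 further: fluorescence polarization rise as delta FosB binds a TAMRA Cdk5 AP-1 oligo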
MITF TRPM1 HTS = activators of MITF-driven TRPM1 promoter activity in SK-MEL-5 cells; SK-MEL-5 TRPM1-promoter luciferase, 24 h; % of positive control, neutral wells = 0; activation, % at 12.5 µM; 300,000 tested, 0.75% active;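 active means mean activation of at least 80% with every replicate also reaching 80%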;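 further: 0% = neutral control wells and 100% = parthenolide positive control wells; values of inactives mirror those of a sister screen read the other way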
V-ATPase pHluor = regulators of yeast V-ATPase proton transport | S. cerevisiae, pHLuorin cytosolic pH fluorescence | response, % at 10 µM | 350,000 tested, 0.37% active; in the data active means response mostly above about 7.3%, no sharp cut-off; inactive means mostly below about 5.4%; further: actives read high; inactives centre near 0; some compounds called inactive have numbers as strong as hits; reference of the scale not given here
NSD2 HMT inh = inhibitors of human histone methyltransferase NSD2; O96028; NSD2 peptide methylation, AlphaScreen, 120 min; inhibition, % at 12.5 µM; 310,000 tested, 0.54% active; AID 743445; in the data active means inhibition above about 50%
* marks the source's active call; other numbers are inactive results; . = not tested or not shown. This is a random part of the collection; about 5% have a hit in one of these screens.

SMILES	SR-BI HDL uptake	HTR5A ag ctr	Wnt bcat act	PvdQ inh	HTR5A inv ag	CDK5 p35 inh	dFosB activator	MITF TRPM1 HTS	V-ATPase pHluor	NSD2 HMT inh
COc1cccc2[nH]c3c(N4CCCC(C)C4)ncnc3c12 (centres undefined)	-3	-2	8	-9	9	1.3	6	44	-1	-1
CN(Cc1ccccc1Cl)C(=O)C1CC(=O)N(c2ccc3c(c2)OCCO3)C1 (centres undefined)	10	2	10	14	4	-0.4	-5	12	-7	2
Cc1cc(=O)oc2c3c(cc(OCC(=O)NCC(=O)O)c12)OC(C)(C)CC3	-23	-2	0	1	7	0.7	-3	-4	0	-2
C[C@@H](NC(=O)[C@@H]1Cc2ccccc2CN1)C(=O)NC1CCCCC1	-37	-5	1	-11	19	-2.9	1	6	-1	-3
CCCNc1nc(N2CCOCC2)nc(N2CCOCC2)n1	7	1	.	-17	-2	-2.1	3	-10	-4	-3
CCOC(=O)C(Cc1c[nH]c2cc([N+](=O)[O-])ccc12)(NC(C)=O)C(=O)OCC	16	0	-2	-8	0	-4.4	-6	-10	0	1
O=C(CCc1ccc(S(=O)(=O)N2CCOCC2)cc1)N/N=C/c1ccc(O)c(O)c1O	.	3	.	2	-9	0.8	-3	-3	0	5
CCOCCCNC(=O)CSc1nnc(-c2ccc(S(=O)(=O)N3CCCC3)cc2)n1C	-10	-3	1	-7	-5	1.9	-6	-4	-3	-1
Cc1c(C(=O)N2CCCCC2)c(S(=O)(=O)N2CCN(c3ccc(Cl)cc3)CC2)c(C)n1C	-18	-1	-3	-6	3	-1.2	-7	-5	0	12
COc1ccc(S(=O)(=O)N2CCCCCC2)cc1NC(=O)Cc1cc(OC)c(OC)c(OC)c1	13	0	.	-15	17	-0.4	14	-6	0	1
COC(=O)C1CCN(C(=O)COC(=O)c2ccc(N3CCCC3=O)cc2)CC1	21	1	-1	-8	6	-2.4	-6	9	2	0
CC1(CCc2ccccc2)NC(=O)N(Cc2cc([N+](=O)[O-])cc3c2OCOC3)C1=O (centres undefined)	9	-5	-3	14	12	-0.4	-1	-9	0	1
O=C(CNC(=O)c1ccc(Br)o1)NCc1ccc(F)cc1	-18	-2	-1	-15	5	-2.5	-3	1	-6	0
O=C(NCC1CCCO1)c1cccs1 (centres undefined)	-11	3	-1	10	-9	0.0	-1	12	-7	2
O=C1OC(N2C(=O)CC[C@H]2C(=O)Nc2ccc(F)c(F)c2)c2ccccc21 (some centres undefined)	-5	0	-1	3	16	-0.4	0	4	1	.
Cc1cc(C)n(CC(=O)N/N=C/c2ccc([N+](=O)[O-])s2)n1	-4	.	-1	-1	.	0.2	-6	-47	5	-2
C=CCN1N=C(c2ccc(Cl)s2)CSC1=O	-13	6	-5	9	-24	-1.2	-10	.	11	-3
CC(C)CN(C(=O)CN1CCCCCC1)c1c(N)n(CC(C)C)c(=O)[nH]c1=O	11	1	-1	-9	-2	0.0	-11	-8	2	4
COc1cccc(OC)c1C(=O)NC(=O)Oc1c(F)cccc1F	-30	3	-2	-13	9	1.8	4	-2	5	-1
CCN(CC)C(=S)SCC(=O)Nc1cccc(C(F)(F)F)c1	.	4	-3	4	-5	-3.0	-9	1	7	0
O=C(NC1CCN(C(=O)Nc2ccc(F)cc2)CC1)c1cccc(F)c1	-1	-4	-2	0	5	-0.1	1	-11	-2	-1
O=C(O)c1ccccc1-c1ccccc1C(=O)NCc1cccnc1	-5	0	-1	3	-1	-0.9	5	12	-1	1
CC(C)(C)c1cc(C(=O)N/N=C/c2cc3c(cc2Br)OCO3)n[nH]1	77*	9	5	-11	-23	.	27*	25	11*	-2
COc1cccc(CN(C)C(=O)COc2ccc(C(=O)c3ccc(Cl)cc3)cc2)c1OC	.	-3	-3	-5	10	1.0	-18	6	3	.
COc1ccc(CC(=O)Nc2cccc(-c3ccc4nnc(C)n4n3)c2)cc1	.	-6	14	-7	-13	-2.1	73*	7	-1	0
CCCCC1CCC(C(=O)Nc2ccccc2)CC1 (centres undefined)	-6	1	.	16	20	0.8	-5	1	0	0
CCN(CC)CC(=O)NCC1(c2ccccc2)CCCC1	-30	1	3	7	-3	-0.3	2	0	-2	-5
O=C(O)C1CC(c2ccccc2F)=NO1 (centres undefined)	-2	0	-2	2	-1	-0.4	-4	-4	3	108*
COc1cc(NC(=O)CCCC(=O)OCC(F)(F)C(F)F)nc(OC)n1	-20	2	.	0	-5	1.3	-1	-9	-2	-3
CC(C)c1ccc(N(C(=O)c2csnn2)C(C(=O)NC2CCCC2)c2cccnc2)cc1 (centres undefined)	.	-1	0	-13	2	-3.8	-5	-6	5	-5
COC(=O)C1C(O)=C(C=NC2CCCCC2)C(=O)CC1(C)C (centres undefined)	-26	-1	-1	-3	4	0.1	-1	.	-2	1
CCn1c(NC(=O)c2cccc(Cn3cc(Cl)cn3)c2)nc2ccccc21	93*	20*	-4	-5	-51	-1.2	-8	-13	2	.
Cc1n[nH]c(C)c1NC(=O)CSc1nnnn1-c1cccc(F)c1	0	-2	1	1	5	-0.2	2	4	0	-5
CSc1nnc(C(C)(C)C)c(=O)n1/N=C/c1ccc(C(C)C)cc1	-23	1	-2	7	-17	-1.0	-11	.	-3	-4
CCCCCOc1ccc(CSc2n[nH]c(C)n2)cc1	-19	1	11	2	-3	-0.4	-5	75	-1	-3
COc1ccc(Cc2nnc(SCC(=O)c3ccccc3)o2)cc1	-2	4	.	-19	-13	-0.1	-11	2	0	-3
CCOC(=O)c1c(NC(=O)CSc2nnnn2-c2ccc(OC)cc2)sc(C)c1C	11	2	.	-1	9	-1.1	-6	-8	2	-5
Cc1cc(C)c2nc(-c3ccccn3)cc(C(=O)NCc3ccco3)c2c1	0	6	.	-10	-11	1.0	-31	-13	-1	0
C#CC[N+](C)(C)CCCCCCCCC	-3	0	-1	-5	-12	1.8	-5	-13	-4	2
CC1=C(C(=O)Nc2ccccc2)C(c2ccncc2)C(C#N)=C(SCC(=O)Nc2ccccc2)N1 (centres undefined)	22	-1	.	-8	10	-1.1	-12	.	-1	-2
Cc1oc(-c2ccccc2F)nc1CS(=O)(=O)CC(=O)NCCN1CCCC1	10	0	-1	-16	-26	0.2	-10	-2	0	1
c1ccc2c(c1)[nH]c1c3ccccc3sc21	39	5	10	-24	-20	0.7	-1	24	1	-1
COCC(C)NC(=O)c1cc(OC)cc(OC)c1 (centres undefined)	-22	-2	2	-14	7	-0.1	-8	-2	4	0
Cc1ccc(-n2nc(C(N)=O)nc2-c2ccccc2)cc1	2	-2	0	-12	5	-1.0	4	.	-5	0
Cc1cc(C)n(-c2cc(O)c(-n3nc(C)cc3C)cc2O)n1	12	-1	2	-11	4	0.3	-1	-1	0	0
CSc1nc(N)cc(=O)[nH]1	.	-2	-1	-5	0	-0.6	-5	1	2	2
CCN1C(=O)/C(=C\N2CCN(C(=O)c3ccco3)CC2)SC1=S	-4	2	-3	-14	-34	1.1	3	.	0	-2
COCCn1c(N)c(Sc2ccccc2)c(=O)[nH]c1=O	12	6	-4	-10	5	-0.3	-7	2	-4	-4
COc1ccccc1OCC(=O)Nc1cccc(C(=O)N2CCOCC2)c1	-6	2	-5	-4	5	-0.3	-10	-7	-1	17
CC[C@@]1(C(=O)OC)N[C@H](CN(C)C(=O)Nc2ccc(F)cc2)[C@@H]2C(=O)N(C)C(=O)[C@@H]21	-28	-2	-3	-7	9	-0.8	9	9	1	.
CC1(C)Nc2ccccc2N(CC(=O)N2CCCCC2)C1=O	-19	-9	.	-7	24	-1.0	-5	-9	-8	-1
O=C(CSc1nc2ccccc2o1)Nc1ccccc1N1CCCCCC1	31	0	-2	-3	-3	-2.0	-10	.	-6	0
Cc1ccc(NC(=O)C2CCN(c3ncnc4c3nc3n4CCCCC3)CC2)cc1Cl	62	5	0	1	21	-0.7	7	-20	-1	9
CC(NC(=O)OCc1ccccc1)C(=O)NCC1CCCO1 (centres undefined)	-30	-4	-5	-14	8	-1.9	-2	-4	2	6
CCN(CC)S(=O)(=O)c1ccc(O)c(NC(=O)c2ccc(N3CCOCC3)c([N+](=O)[O-])c2)c1	69	0	-4	-1	6	1.4	-4	-9	0	4
Cc1ccsc1C(=O)OCC(=O)Nc1sccc1C(N)=O	-43	-4	.	1	7	0.1	-4	.	-4	0
CCN(CC)S(=O)(=O)c1ccc2c(c1)[nH]c(=S)n2CC	-26	-1	0	8	4	2.1	-1	20	3	-1
N/C(=N\OC(=O)/C=C/c1ccccc1)c1ccc(Br)cc1	-20	4	-9	4	11	1.9	3	9	0	1
CC(NC(=O)CNC(=O)C1CCCCC1)c1cccc(Cl)c1 (centres undefined)	.	0	-3	-19	1	-1.1	-4	7	-4	0
O=C(Nc1ccccc1)c1ccccc1N=Cc1cccc(O)c1	-1	2	11	1	-8	0.8	-6	5	2	-3
(next part)
SMILES	SR-BI HDL uptake	HTR5A ag ctr	Wnt bcat act	PvdQ inh	HTR5A inv ag	CDK5 p35 inh	dFosB activator	MITF TRPM1 HTS	V-ATPase pHluor	NSD2 HMT inh
O=C(c1noc2c1CCCC2)N1CCc2ccccc2C1	-4	5	23	5	-1	-0.3	-3	127*	-1	-6
CC(=O)Nc1cccc(OCc2cccc([N+](=O)[O-])c2)c1	13	0	-7	-20	1	-0.3	8	43	1	0
COC(=O)C1Cc2c([nH]c3ccccc23)CN1 (centres undefined)	-10	2	-3	-1	-11	0.8	-16	-6	-2	-1
CCn1ncc(-c2csc(N)n2)c1C	0	-1	10	-13	7	-2.5	0	16	-4	-4
CCCCN(C(=O)CCC(=O)Nc1cc(C)on1)C(C(=O)NC1CCCC1)c1ccccc1C (centres undefined)	.	-4	-3	-8	10	1.8	-10	-3	0	5
O=S1(=O)C=CC(Nc2ccccc2)C1 (centres undefined)	1	1	.	4	-15	-0.5	5	.	1	-1
CCCCC1=CC2=C(c3ccco3)C(=O)C(C)(OC(=O)c3ccc(OC)cc3)C(=O)C2=CN1CCOC (centres undefined)	-2	-3	-4	0	-18	2.8	-8	-4	1	.
CCC(C)(C)NC(=O)C(c1cccn1C)N(Cc1ccccc1)C(=O)Cn1nnc2ccccc21 (centres undefined)	-34	2	.	2	-5	-0.6	-1	6	0	-3
O=c1c(O[C@@H]2O[C@H](CO)[C@@H](O)[C@H](O)[C@H]2O)c(-c2ccc(O)cc2)oc2cc(O)cc(O)c12	-10	4	.	2	-43	1.9	-4	6	3	.

A second format for 6 compounds above.
Below each SMILES: SR-BI HDL uptake, HTR5A ag ctr, Wnt bcat act, PvdQ inh, HTR5A inv ag, CDK5 p35 inh, dFosB activator, MITF TRPM1 HTS, V-ATPase pHluor, NSD2 HMT inh
- COCCn1c(N)c(Sc2ccccc2)c(=O)[nH]c1=O
  12, 6, -4, -10, 5, -0.3, -7, 2, -4, -4
- CCCNc1nc(N2CCOCC2)nc(N2CCOCC2)n1
  7, 1, ., -17, -2, -2.1, 3, -10, -4, -3
- Cc1ccc(NC(=O)C2CCN(c3ncnc4c3nc3n4CCCCC3)CC2)cc1Cl
  62, 5, 0, 1, 21, -0.7, 7, -20, -1, 9
- O=C(NCC1CCCO1)c1cccs1 (centres undefined)
  -11, 3, -1, 10, -9, 0.0, -1, 12, -7, 2
- CN(Cc1ccccc1Cl)C(=O)C1CC(=O)N(c2ccc3c(c2)OCCO3)C1 (centres undefined)
  10, 2, 10, 14, 4, -0.4, -5, 12, -7, 2
- CC1(CCc2ccccc2)NC(=O)N(Cc2cc([N+](=O)[O-])cc3c2OCOC3)C1=O (centres undefined)
  9, -5, -3, 14, 12, -0.4, -1, -9, 0, 1
